# Screening data from PubChem BioAssay.
# PTHR1 agonist = qHTS for PTHR1 Agonists: Primary Screen. Parathyroid hormone/parathyroid hormone-related peptide receptor (Homo sapiens), Q03431. HEK293 GP2 PTHR1 cells, GloSensor cAMP luminescence, 1 h. Potency, µM (series often up to 115 µM), without a hit: at the top dose activation, most hits filed as activators. hit rate 0.075% among 410,000. AID 743266, 2014; further: potency means the concentration at half of the fitted maximal effect; nearly all actives have a fitted effect of over 55% in size; some results filed as inactive show a strong effect at the top dose; inactives centre near -15; many of its hits are not listed in these tables
# Target sequence (Q03431 whole entry, looked up): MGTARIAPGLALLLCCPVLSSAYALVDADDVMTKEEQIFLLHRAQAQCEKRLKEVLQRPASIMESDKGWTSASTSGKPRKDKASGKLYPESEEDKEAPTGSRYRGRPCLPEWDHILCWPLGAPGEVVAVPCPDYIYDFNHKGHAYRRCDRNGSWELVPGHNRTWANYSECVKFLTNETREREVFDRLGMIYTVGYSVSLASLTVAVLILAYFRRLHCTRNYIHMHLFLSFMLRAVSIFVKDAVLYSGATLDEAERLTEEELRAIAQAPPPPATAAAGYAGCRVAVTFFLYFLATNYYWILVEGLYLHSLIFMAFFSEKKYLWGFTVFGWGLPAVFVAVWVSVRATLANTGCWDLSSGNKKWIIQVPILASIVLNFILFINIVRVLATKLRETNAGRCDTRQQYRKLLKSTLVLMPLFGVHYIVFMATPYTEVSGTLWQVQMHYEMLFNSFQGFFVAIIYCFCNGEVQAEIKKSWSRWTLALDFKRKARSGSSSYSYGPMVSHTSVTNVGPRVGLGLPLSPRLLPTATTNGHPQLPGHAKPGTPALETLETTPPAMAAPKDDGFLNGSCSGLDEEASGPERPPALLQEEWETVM
#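 HEK-293-derived GP2 cells expressing PTHR1 and a GloSensor cAMP reporter, 3,000/well, plated overnight, given luciferin plus IBMX (each 0.5 mM as added) for 1 h at 37 °C, then compound for 1 h at 37 °C. Luminescence was read after 15 min at room temperature.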
# EPAC2 antagonist = qHTS for Antagonist of cAMP-regulated guanine nucleotide exchange factor 2 (EPAC2): primary screen; EPAC2 GEF exchange of Rap1B-BODIPY-GDP, fluorescence; Potency, µM (series often up to 114 µM), without a hit: top-dose activity, negative = inhibition, usual class: inhibitors; hit rate 0.18% among 360,000; AID 720708, 2013; further: potency means the concentration at half of the fitted maximal effect; on the % scale 0 is the no-effect control and ±100 the full control effect; nearly all actives have a fitted effect of over 45% in size; many of its hits are not listed in these tables
# Mm-Cpn inhibitor = Inhibitors of TCP-1 ring complex (TRiC) of Methanococcus maripaludis (MmCpn): qHTS. Chaperonin Mm-Cpn (Methanococcus maripaludis). hit rate 0.031% among 330,000. Potency, µM (series often up to 76.9 µM), without a hit: at the top dose activity, negative = inhibition, actives largely listed as inhibitors. purified Mm-Cpn ATPase, ADP Transcreener TR-FRET. AID 504842, 2011; further: potency means the concentration at half of the fitted maximal effect; on the % scale 0 is the no-effect control and ±100 the full control effect; nearly all actives have a fitted effect of over 80% in size
#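 Eu-cryptate anti-ADP/ADP-d2 competition gives a ratio inversely related to ADP. Enzyme at 25 nM was pre-exposed to compound for 10 min, then given 10 uM ATP for 30 min, 37°C throughout.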
# Akt phos inh = HTS Assay for Inhibitors of Akt Phophorylation: Primary Screen; Neuro2A IGF-stimulated pAkt S473 HTRF, 20 min; active compounds read low; AID 651550, 2012; activity change, % for hits at 50 µM; hit rate 0.32% among 360,000; in the data active means activity change below about -80%; inconclusive means mostly about -51% to -80%; further: on the % scale 0 is the no-effect control and ±100 the full control effect
#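 Neuro2A cells in DMEM with 0.5% FBS, overnight at 37 deg C, given compound at single 50 µM final, then IGF (6 nM final) for 20 min at 37 deg C. Lysed; phospho-Akt Ser473 by HTRF after 24 h, 665/615 ratio.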
# D3 ag = qHTS of D3 Dopamine Receptor Agonist: qHTS; D(3) dopamine receptor (Homo sapiens), P35462; hit rate 0.58% among 410,000; D3R DiscoveRx beta-arrestin cells, luminescence, 90 min; max activation, %; in the data active means max activation above about 30%; further: 0% is about no effect; mostly tested at two doses, the higher about 12 µM
# Target sequence (P35462 whole entry, looked up): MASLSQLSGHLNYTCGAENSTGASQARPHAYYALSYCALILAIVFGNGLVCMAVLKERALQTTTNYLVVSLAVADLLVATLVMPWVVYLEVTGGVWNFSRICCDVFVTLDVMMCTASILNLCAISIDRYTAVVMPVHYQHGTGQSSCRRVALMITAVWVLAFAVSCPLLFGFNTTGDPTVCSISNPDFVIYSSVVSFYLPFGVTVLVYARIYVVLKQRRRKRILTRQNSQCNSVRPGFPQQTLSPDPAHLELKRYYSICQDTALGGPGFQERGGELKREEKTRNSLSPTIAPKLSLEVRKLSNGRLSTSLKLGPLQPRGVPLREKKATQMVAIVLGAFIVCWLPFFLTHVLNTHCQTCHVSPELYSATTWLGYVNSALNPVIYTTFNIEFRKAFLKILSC
#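 Agonist mode: compounds and dopamine controls were applied to plated cells for 90 min at 37 degrees C after an overnight attachment at 1500 cells/well. Luminescent read-out followed 30 - 60 minutes at room temperature with DiscoveRx detection reagent.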
# DRD3 antagonist = qHTS of D3 Dopamine Receptor Antagonist: qHTS | D(3) dopamine receptor (Homo sapiens), P35462 | D3R cells, DiscoveRx beta-arrestin luminescence, antagonist mode; active compounds read low | max response, negative = inhibition, % | hit rate 2.5% among 360,000; in the data active means max response below about -50%; inconclusive means no clear call, values can overlap the other calls; further: on the % scale 0 is the no-effect control and ±100 the full control effect; mostly tested at two doses, the higher about 12 µM
#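 Cells plated overnight at 1500 cells/well, then exposed to library compounds with dopamine controls for 90 minutes at 37 degrees C. DiscoveRx reagent added for 30–60 minutes at room temperature; luminescence read, quantitative HTS format.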
# EPAC2 agonist = qHTS for Agonist of cAMP-regulated guanine nucleotide exchange factor 4 (EPAC2): primary screen | Rap guanine nucleotide exchange factor 4 (Homo sapiens), Q8WZA2 | EPAC2 activation, biochemical qHTS; response scale: 100% = 6.5 mM cAMP response | Potency, µM (top dose mostly 154 µM), for the others: top-dose activation, usual class: activators | hit rate 0.079% among 360,000 | AID 720711, 2013; further: potency means the concentration at half of the fitted maximal effect; nearly all actives have a fitted effect of over 50% in size
#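 In this primary screen, activation is scored as increased exchange of BODIPY-GDP from Rap1B by 100 nM EPAC2, with 50 uM GDP as competitor. Signal is normalized to the 6.5 mM cAMP agonist control.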
# CCT chaperon mod = High-Throughput Screening for Modulators of Cytosolic Chaperonin Activity | purified chaperonin ATPase assay, HTRF ADP detection, 30 min | activity change, % (concentration not given with the values), hits read low | hit rate 0.3% among 360,000 | AID 651819, 2012; in the data active means activity change below about -30%; further: on the % scale 0 is the no-effect control and ±100 the full control effect
#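 Enzyme 40 or 20 nM (batch-dependent) in Tris pH 7.4/KCl/MgCl2/DTT; cpd 76 uM single point; ATP 10 uM; 30 min 37 °C; Transcreener ADP HTRF detection, 30 min RT; ratio 665/615.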
# Numbers without * were called inactive; i = inactive; ? = inconclusive; / = not tested or not shown; & = joins results of further samples; [ ] = remark or other dose. Unless noted, the call rests on the fitted dose curve; in most records, active means well fitted curve in the direction sought with a large enough effect; inconclusive means small, poorly fitted or top-dose-only effect, or another doubt; inactive means no such curve, though single readings can be large; an effect the other way counts as inactive or inconclusive.
SMILES,PTHR1 agonist,EPAC2 antagonist,Mm-Cpn inhibitor,Akt phos inh,D3 ag,DRD3 antagonist,EPAC2 agonist,CCT chaperon mod
COc1cc(NC(=O)c2ccccc2)c(OC)cc1NC(=O)CN1CCCCC1,-1%,-8%,0%,i,-3,-12,10%,-3.7
O=C1c2ccccc2NC(c2ccc(Br)s2)N1O (stereo not drawn),-32%[inhibitor],?,/,i,12,-6,10%,1.7
Cc1cc(C(=O)N/N=C/c2ccc[nH]2)no1,i,5%,2%,i,5,5,7%,-3.6
CCOC(=O)N1CCC(N2Cc3cccc(C(=O)Nc4ccc(F)cc4)c3C2=O)CC1,-4%,4%,1%,i,-2,-4,0%,-1.3
COc1ccc(N=Cc2cc(Cl)ccc2O)cc1Cl,-26%,?,-1%,i,8,12,6%,-1.7
Cc1ccc(-n2ncc(C#N)c2/N=C/N2CCN(C)CC2)cc1,i,3%,-4%,i,2,-76*,-2%,2.8
COc1ccc(CC(=O)OCC(=O)Nc2ccc3c(c2)OCCO3)cc1OC,i,-3%,-8%,i,3,5,-1%,1.2
COC(=O)C1=CO[C@@H](O[C@@H]2O[C@H](CO)[C@@H](O)[C@H](O)[C@H]2O)C2C(CO)=CCC12 (stereo partly drawn),i,1%,0%,i,16,-16,7%,-2.8
COc1ccc(CCN2C(=O)CN(Cc3ccccc3)CC2=O)cc1OC,i,9%,1%,i,2,10,2%,-0.6
COc1ccc(N(C)S(=O)(=O)c2ccc3c(c2)CCC(=O)N3)cc1,i,-1%,-7%,i,3,-16,6%,-1.6
CN(C)S(=O)(=O)c1ccc(C(=O)Nc2ccc(OCC(=O)N3CCOCC3)cc2)cc1,i,10%,0%,/,-8,-12,0%[15.6 µM],-1.9
O=C(NNC(=O)c1ccc2ccccc2c1)c1cccc(F)c1,-11%,2%,/,i,-5,-4,3%,-0.8
C=CCN(Cc1ccc(Cl)s1)C(=O)c1cc(S(=O)(=O)N2CCOCC2)ccc1F,-14%,-2%,0%,i,-1,24,3%,-1.3
COc1ccc(-c2cc(C(=O)NC3CCCC3)c3ccccc3n2)cc1OC,-24%,-8%,/,i,8,0,5%,2.7
CN1CCCc2cc3c(C(F)(F)F)cc(=O)oc3nc21,-75%[inhibitor],27%,0%,i,2,6,20%,2.2
CCCn1cc(S(=O)(=O)c2ccccc2)c(=O)c2cc(F)c(N3CCN(C)CC3)cc21,-13%,-7%,-21%,i,-7,-1,3%,1.1
Cc1ccc(C)c(NS(=O)(=O)c2ccc(OCC(=O)NCC3CCCO3)cc2)c1 (stereo not drawn),i,-2%,1%,i,-9,-6,9%,-2.2
COc1cc(C2C(C(=O)c3ccc(C)o3)=C(O)C(=O)N2c2cc(C)on2)cc(OC)c1OC (stereo not drawn),i,-13%,5%,i,0,11,-6%,3.4
COc1nc(-c2ccccc2)ccc1-c1noc(C)n1,i,-14%,/,i,3,4,13%,-3.0
CC(/C=N/N1CCN(c2ccccc2)CC1)=C\c1ccco1,-7%[57.5 µM],-1%,4%,/,4,19,10%,-0.9
Cc1ccc(CN2CCN(CC(=O)NCCCN3CCN(c4ccc(F)cc4)CC3)C2=O)cc1,-31%[inhibitor],-4%,-1%,i,-44,?,1%,-1.7
CC1Cc2nc(SCC(=O)NCc3ccccc3)n(Cc3ccccc3)c(=O)c2S1 (stereo not drawn),-12%,-8%,-5%,i,0,0,6%,1.5
Cn1c(C(=O)OC(C(=O)NC(C)(C)C)c2cccnc2)cc2sccc21 (stereo not drawn),i,-5%,-1%,i,-4,8,-10%,-1.1
O=C(Nc1cccc(F)c1)NC1CCN(Cc2ccccc2)CC1,i,3%[57.1 µM],1%,i,-10,-82*,11%,-0.2
COc1ccccc1C1=NOC(Cn2c(NCCOCCO)nc3c2c(=O)n(C)c(=O)n3C)C1 (stereo not drawn),i,-2%,?,i,2,11,7%,-1.3
O=C(CNC(=O)c1ccc(Br)o1)NCCc1ccc(F)cc1,-8%,7%,1%,i,-28,?,14%,-2.5
CC1(C(=O)NS(=O)(=O)c2cccs2)CCN1C(=O)CCc1ccc(Cl)cc1Cl (stereo not drawn),i,-21%,/,i,7,16,6%,0.8
COCCOc1cc(NC(=O)CS(=O)CC(=O)N(C)C)c(Cl)cc1Cl (stereo not drawn),i,13%,2%,i,19,4,0%,-2.3
CCC(C)NC(=O)Cn1ccc2cc(S(=O)(=O)N3CCCCCC3)ccc21 (stereo not drawn),-21%,-8%,0%,i,-1&-8,0,2%,-0.3
O=C(c1sc2cc([N+](=O)[O-])ccc2c1Cl)N1CCCCC1,-23%,-5%,2%,i,-28,?,18%,-3.6
COc1ccc(CCn2c(C)nc3ccccc3c2=O)cc1OC,i,-1%,0%,i,-2,-1,2%,-1.5
COc1ccccc1CCNS(=O)(=O)c1ccc(C(=O)O)n1C,-3%,12%,-2%,i,12,11,-1%,1.5
CCOC(=O)N/N=C\c1cccc(OC)c1,i,0%,0%,i,-4,-9,-1%,-1.8
O=C(COC(=O)CNC(=O)c1cccc(OC(F)F)c1)NNC(=O)c1ccccc1,i,3%,2%,i,3,-12,6%,-0.6
O=C(c1cccc(S(=O)(=O)N2CCN(c3ccccc3)CC2)c1)N1CCCCCCC1,-33%[inhibitor],4%,-5%,i,15,15,2%,1.0
CC(=O)N1CCN(C(=O)c2cc(-c3cccc4ccccc34)nc3ccccc23)CC1,-20%,10%,-8%,i,6,39,1%,-0.9
CCOc1ccccc1C(=O)Nc1cccc2ccccc12,-9%,-17%,-1%,i,6,12,7%,-1.3
Cc1cc(Br)ccc1N=C1NC(=O)CS1,-8%,-1%,2%,i,-9,23,2%,0.5
Nc1ccc2ccccc2c1[N+](=O)[O-],-7%,-15%,/,i,0,2,8%,1.3
CC(Sc1ccc2c(c1)OCCO2)C(=O)Nc1ncc(Cl)cc1Cl (stereo not drawn),i,-3%,-1%,/,-4,-8,-2%[15.6 µM],-0.1
Cn1c(=O)c2c(nc(NCCNC(=O)c3ccco3)n2Cc2ccccc2)n(C)c1=O,-31%[inhibitor],4%,0%,i,5,4,1%,-0.7
O=c1c(O[C@H]2O[C@@H](CO)[C@H](O)[C@@H](O)[C@@H]2O)c(-c2ccc(O)cc2)oc2cc(O)cc(O)c12,-12%,-4%,0%,i,0,0,-1%,-1.9
O=C(Nc1ccccc1)c1cc(N2CCOCC2)nc2ccccc12,i,8%,-3%,i,2,31,0%,1.0
COc1ccc(NC(=O)NC2CCN(C(C)C)CC2)c(OC)c1,i,13%,1%,?,0,-15,4%,-0.2
COC(=O)c1ccccc1NC(=O)Nc1cc(C(C)(C)C)on1,i,-3%,-1%,i,-3,-7,10%,-1.6

# Exported with tabs: entries from further up.
Structure	PTHR1 agonist	EPAC2 antagonist	Mm-Cpn inhibitor	Akt phos inh	D3 ag	DRD3 antagonist	EPAC2 agonist	CCT chaperon mod
CCOC(=O)N/N=C\c1cccc(OC)c1	i	0%	0%	i	-4	-9	-1%	-1.8
O=C(COC(=O)CNC(=O)c1cccc(OC(F)F)c1)NNC(=O)c1ccccc1	i	3%	2%	i	3	-12	6%	-0.6

# Following part
SMILES,PTHR1 agonist,EPAC2 antagonist,Mm-Cpn inhibitor,Akt phos inh,D3 ag,DRD3 antagonist,EPAC2 agonist,CCT chaperon mod
COc1cc(C(=O)OCC(=O)NC(=O)c2cccn2C)ccc1OC(F)F,-6%,-2%,?,i,-3,-2,-4%,0.1
CCN(CC)CCCN(Cc1cc2cc3c(cc2[nH]c1=O)OCO3)C(=S)NCc1ccco1,-19%,15%,-5%,i,-4,5,4%,-0.4
CCN(C(=O)c1ccc(S(=O)(=O)N2CCC(C)CC2)cc1)C1CCS(=O)(=O)C1 (stereo not drawn),-23%,19%,0%,i,-15,-20,9%,0.4
CC(C)NC(=O)N(C)C[C@@H]1Oc2ncc(-c3cccc(C#N)c3)cc2C(=O)N([C@H](C)CO)C[C@@H]1C,-18%,3%,/,i,-3,9,6%,0.3
COc1ccc(C(=O)NC2CCCc3c2cnn3-c2ccc(C)c(C)c2)c(OC)c1OC (stereo not drawn),-18%,-24%,1%,i,9,4,14%,-0.6
CCOC(=O)C1=C(O)C(Nc2nccs2)(C(F)(F)F)N=C1C (stereo not drawn),-11%,11%,-3%,i,5,-26,6%,0.0
CCc1ncc(C(O)c2cccc(OC)c2OC)n1C (stereo not drawn),10%[57.5 µM],0%,-6%,i,-7,-9,6%,-4.2
CC1(C(=O)NC2CCN(Cc3ccccc3)CC2)CCN1Cc1cc2ccccc2o1 (stereo not drawn),i,7%,/,i,-11,-78*,3%,1.3
CC1CCN(c2ccc(S(=O)(=O)Nc3cc(C(=O)O)cc(C(=O)O)c3)cc2[N+](=O)[O-])CC1,i,4%,-3%,i,4,-10,-3%,-0.2
O=P(c1ccccc1)(c1ccccc1)C(O)c1ccc(Br)cc1 (stereo not drawn),-1%,-13%,-3%,i,-3,-12,-2%,0.7
O=C(Nc1ccc2c(c1)nc1n2CCOC1)C1CCCCC1,i,-2%,0%,i,2,8,7%,0.1
O=C(Nc1ccc(-c2cnco2)cc1)c1ccccc1,0%,1%,-3%,i,-2,11,10%,0.6
c1ccc(Nc2scc(-c3ccccc3)[n+]2Cc2ccco2)cc1,-46%[inhibitor],-14%,-7%,i,-14,28,12%,2.2
O=C(O)c1ccc(CCCc2ccccc2)cc1,i,-1%,/,i,1,1,7%,0.0
CC(C)NC(=O)c1ccccc1NC(=O)C(C)Oc1ccccc1 (stereo not drawn),i,-11%,2%,i,2,-14,7%,1.5
Cc1ccc(C(=O)N/C(=C\c2cn(C)c3ccccc23)C(=O)NCCCn2ccnc2)cc1,-23%,-9%,2%,i,-4,2,2%,1.6

# A portion of the library; rates above refer to the full screens.
